# Yeast lifespan up – yeast lifespan extension | S. cerevisiae growth with nicotinamide, OD615; deaD strain in restrictive glucose medium | inhibition of the nicotinamide effect, % at 10 µM | hit rate 0.68% among 130,000;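 active = inhibition above a set limit, placed 3 SD over the median of all compounds, cut at about 26% in these data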;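 note: 0% = nicotinamide-treated wells and 100% = cells grown without nicotinamide; some compounds called inactive have numbers as strong as hits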
#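 Material: Modified budding yeast, DeaD strain | Medium: Restrictive glucose medium | Probe or stimulus: 1.5 mM nicotinamide | Dosing: Single dose 10 µM compound, 0.25% DMSO | Times: 48 h at 30 °C | Technique: OD615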
# Measles CPE – protection of cells from measles virus | Measles virus-infected cells, CPE protection, absorbance | protection (pct of control), % at 4 µM | hit rate 1.5% among 140,000 | AID 841; in the data active = protection mostly above about 24%, no sharp cut-off; inactive = mostly below about 26%; note: some compounds called inactive have numbers as strong as hits
# GALR2 antag – blocks the human galanin receptor 2 | O43603 | GALR2-expressing cells, antagonist mode | inhibition, % at 4 µM | hit rate 0.39% among 140,000 | AID 828; in the data active = inhibition above about 27%;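 note: cells stimulated with galanin 1-16 at roughly its EC80; 0% = agonist challenge control and 100% = basal control without agonist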
# Target sequence (O43603 whole entry, looked up): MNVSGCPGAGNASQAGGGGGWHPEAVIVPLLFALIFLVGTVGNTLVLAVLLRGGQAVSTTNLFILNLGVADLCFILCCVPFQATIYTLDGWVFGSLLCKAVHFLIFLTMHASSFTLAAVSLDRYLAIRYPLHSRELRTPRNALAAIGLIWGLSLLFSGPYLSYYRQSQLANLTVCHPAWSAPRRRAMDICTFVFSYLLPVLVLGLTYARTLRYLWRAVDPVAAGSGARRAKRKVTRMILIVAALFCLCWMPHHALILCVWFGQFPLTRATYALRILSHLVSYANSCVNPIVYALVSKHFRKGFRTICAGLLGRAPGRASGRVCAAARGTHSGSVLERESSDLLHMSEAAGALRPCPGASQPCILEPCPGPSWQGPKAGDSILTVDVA
# Phagocyt inh – blocks phagocytosis by macrophages; J774A.1 macrophage IgG-bead phagocytosis, imaging; inhibition, % at 5 µM; hit rate 0.07% among 110,000; AID 1029;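 active = inhibition above the mean of the plate negative controls plus 5 SD, cut at about 13% in these data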;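 note: phagocytic index as fraction of beads internalized from green versus red external bead signal; plate controls were DMSO negative control for no effect and cytochalasin-D positive control for full effect; some results beyond the cut were filed as inactive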
# E-sel TNF inh – TNF alpha driven E-selectin expression inhibition. AID 1246. hit rate 0.71% among 120,000. inhibition, % at 2 µM. HUVEC TNFa-induced E-selectin immunofluorescence, high content;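 active = inhibition above the batch mean plus 3 SD, and confirmed as a hit on visual image review, cut at about 43% in these data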;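 note: 0% = TNF-stimulated DMSO wells and 100% = unstimulated control wells; not every result past the cut was called active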
# bCat KO growth – beta-catenin-lacking colon tumor cell growth suppression. HCT116 beta-catenin knockout viability, CellTiter-Glo, 60 h; stronger effect = lower value. viability, % at 10 µM. hit rate 1.5% among 140,000. AID 818;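 active = viability at or under a set limit, the compound median less 4 SD, cut at about 6% in these data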;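 note: 0% = Hyamine 1622 control at 20 µM and 100% = untreated cell control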
# NPY-Y2 antag – blocks the human neuropeptide Y Y2 receptor | P49146 | NPY-Y2 expressing cells, antagonist mode | inhibition, % at 2.7 µM | hit rate 0.99% among 140,000 | AID 793; in the data active = inhibition above about 17%;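 note: 0% = vehicle with agonist challenge and 100% = reference antagonist with challenge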
# Target sequence (P49146 whole entry, looked up): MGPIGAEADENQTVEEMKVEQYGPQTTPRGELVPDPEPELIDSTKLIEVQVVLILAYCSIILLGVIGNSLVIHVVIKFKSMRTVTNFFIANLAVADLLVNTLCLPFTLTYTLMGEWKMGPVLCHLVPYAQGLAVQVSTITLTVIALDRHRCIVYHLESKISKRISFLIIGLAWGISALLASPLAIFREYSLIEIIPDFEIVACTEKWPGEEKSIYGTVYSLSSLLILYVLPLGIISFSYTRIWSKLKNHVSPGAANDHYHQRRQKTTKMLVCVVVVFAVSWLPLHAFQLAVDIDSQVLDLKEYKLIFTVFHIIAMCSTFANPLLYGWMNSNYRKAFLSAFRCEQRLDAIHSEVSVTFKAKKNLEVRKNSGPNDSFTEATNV
# HCT116 PTEN-null – growth suppressors of cells with PTEN tumor suppressor deletion; viability, % at 10 µM; hit rate 1.2% among 140,000; AID 827; HCT116 PTEN-null viability, CellTiter-Glo, 60 h; stronger effect = lower value;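 active = viability at or below a set limit, 4 SD under the median of all tested compounds, cut at about 3.7% in these data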;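 note: PTEN knockout HCT116 line with beta catenin targeted HCT116 as companion control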
# BB579 growth dn – yeast BB579 growth reduction in restrictive medium. S. cerevisiae BB579 growth, OD615, 48 h. inhibition, % at 10 µM. hit rate 0.51% among 140,000;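 active = inhibition above a set limit, 3 SD over the mean compound inhibition, cut at about 44% in these data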; note: inactives centre near -24
#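 test system = yeast BB579 (DeaD) | buffer or medium = restrictive CSMM-D medium | doses = single compound dose of 10 µM, 0.25% DMSO final | times = 4 h preincubation and 48 h exposure at 30 °C | technique = culture absorbance at 615 nm | benchmarks = amphotericin B 10 µg/mL, positive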
# MRP-1 activ – activators of MRP-1; H69AR cells + doxorubicin, viability rescue, CellTiter-Glo; hit rate 0.61% among 140,000; viability increase, % at 10 µM;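 active = viability gain under doxorubicin at or above a set limit, the compound median plus 3 SD, cut at about 4.7% in these data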;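 note: MRP-1 overexpressing cells given doxorubicin 25 µM after compound pretreatment; 18-22 h compound pretreatment then 72 h with doxorubicin before readout; 0% = doxorubicin-only wells and 100% = vehicle-treated cells without doxorubicin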
# Numbers without * were called inactive; x = not tested or not shown. Rows are unselected; 6.4% or so of the library scored in one or more.
SMILES,Yeast lifespan up,Measles CPE,GALR2 antag,Phagocyt inh,E-sel TNF inh,bCat KO growth,NPY-Y2 antag,HCT116 PTEN-null,BB579 growth dn,MRP-1 activ
COc1ccc(S(=O)(=O)NCCSc2ccc(C)cc2)cc1OC,-1,13,-15,1,-26,66,9,82,-70,-2.2
CCOc1ccc2nc(NC3=NC(C)(C)C=C(C)N3)nc(C)c2c1,-9,4,-6,-2,x,5.0*,13,12,9,-4.7
Cc1nc(NS(=O)(=O)c2ccc(Br)cc2)c2c3c(sc2n1)CCC3,1,4,3,x,-10,87,2,85,-42,0.6
O=C(COC(=O)C1CCC1)Nc1ccc(OC(F)F)cc1,-17,11,0,-1,24,93,1,94,-33,-0.5
CCN(c1ccccc1)S(=O)(=O)c1ccc(F)c(C(=O)O)c1,-21,3,6,0,x,91,1,92,-3,-2.1
CCC(C)C(NC(=O)c1ccccc1NC(=O)c1ccc(OC)cc1)C(=O)NCc1ccco1 (configuration not stated),-5,14,1,-1,x,94,2,99,-30,-3.0
COCCCNCCCOc1ccc(C)cc1Br,2,28,3,-1,33,90,2,82,-6,-4.6
COc1ccc(C2CC(=O)c3c(C)nc(N4CCN(Cc5ccccc5)CC4)nc3C2)cc1OC (configuration not stated),-15,8,-22,-1,3,9,4,8,-40,2.4
COc1ccc(N/C=C(\C#N)c2nc3ccccc3n2C)c(OC)c1,-11,0,2,-1,x,69,0,57,-2,-2.9
O=C(NC1CCCCCC1)c1cccnc1Sc1ccccc1,8,12,-13,-8,9,95,1,97,-20,0.5
NC(=O)C1CCN(CC(=O)NCc2ccccc2)CC1,-5,3,-17,x,4,93,3,103,-11,-0.3
CN(Cc1ccccc1)C(=O)c1ccc(Cl)c([N+](=O)[O-])c1,1,13,7,-2,x,70,3,81,-40,-1.1
COc1ccc(CCNC(=O)COc2ccc(S(=O)(=O)NC(C)C)cc2Cl)cc1OC,-8,6,6,-1,-30,99,1,98,-11,-0.3
Cc1ccc2[nH]c(=O)c(COC(=O)C3CCCO3)cc2c1 (configuration not stated),-10,7,2,-1,5,113,1,105,-10,0.4
COC(=O)C1=C(C)NC(C)=C(C(=O)OC)C1/C=C/c1ccccc1,-2,3,-9,-1,-2,70,-1,73,-21,-2.7
COc1cc(C)nc(Oc2ccc(OCc3ccccc3)nn2)n1,-11,9,-1,0,14,97,4,105,-70,-1.1
N#C/C(=C/c1ccc([N+](=O)[O-])cc1)C(=O)Nc1ccccc1O,6,3,8,-5,x,75,0,70,-18,-3.4
Fc1ccccc1-c1ccc(/C=N/Nc2nc3ccccc3[nH]2)o1,-6,6,22,x,x,45,5,33,-53,-3.5
COc1cccc(-c2nc(NCC3CCCO3)c3ccccc3n2)c1O (configuration not stated),-37,5,-1,x,-27,15,-1,14,-38,-3.1
O=C1c2ccccc2C(=O)c2c1ccc1c(=O)n(-c3ccccc3)[nH]c21,-1,10,11,-12,x,41,5,48,-58,0.2
CC(=O)CC1(O)C(=O)N(CN2CCN(c3ccccc3)CC2)c2ccccc21 (configuration not stated),-10,16,9,1,9,84,1,91,-10,-1.8
CCN(CC)C(=O)CSc1nnc(-c2cc(OC)cc(OC)c2)o1,20,3,-3,-2,-12,87,2,91,-66,-0.5
COc1ccc(Cc2nnc(NC(=O)c3ccco3)s2)cc1OC,-2,4,2,1,38,92,3,93,-26,-1.7
CCOc1ccc(NS(=O)(=O)c2ccc(N)cc2)cc1,-24,5,12,-2,12,92,0,95,-2,-2.0
CCC1CCCCN1C(=O)c1cc(-c2ccc(Cl)c(Cl)c2)on1 (configuration not stated),-9,6,2,x,22,48,5,51,-20,-1.8
COc1ccc(Br)cc1C1NC(=O)NC(C)=C1C(=O)N(C)C (configuration not stated),-8,12,1,0,3,98,5,95,1,0.2
Cc1nnc(SCC(=O)Nc2cccc(C(F)(F)F)c2)[nH]c1=O,-2,10,9,-2,-18,94,5,96,-26,1.0
COc1ccc(/C=N/Nc2cc(C)nc(-n3nc(C)cc3C)n2)cc1,-10,0,-5,-11,-49,6,3,5,-36,9.1*
CCNC(=O)C12CCC(C)(C(=O)C1Br)C2(C)C (configuration not stated),2,9,3,-2,3,91,3,92,2,1.3
CCOc1ccccc1N1CCN(C(=O)c2cc3c(s2)CCC3)CC1,-3,15,0,2,x,93,3,83,2,-0.3
O=C(OCCN1C(=O)c2ccccc2C1=O)c1cc(=O)[nH]c2ccccc12,-11,2,-13,1,4,93,1,101,-13,-0.7
O=C(Nc1nc(-c2ccccc2)cs1)c1ccc2c(c1)S(=O)(=O)c1ccccc1C2=O,-1,5,8,x,x,4.0*,2,2.5*,-30,-5.3
CCc1ccccc1NS(=O)(=O)c1ccc2[nH]cc(C(=O)NC3CCCC3)c(=O)c2c1,3,21,-8,-2,-3,76,0,70,-2,-0.6
COc1cc(NS(=O)(=O)c2ccc(Br)s2)cc(OC)c1,-4,30,0,2,-14,90,2,93,-47,-2.1
CCC(c1nnnn1CCOC)N(Cc1cc2cc(C)c(C)cc2[nH]c1=O)CC1CCCO1 (configuration not stated),22,19,-2,-1,3,78,0,80,-18,-2.3
COc1nc(C)nc2c1sc1nc3c(cc12)COC(C)(C)C3,-8,20,3,-2,20,110,-1,110,-78,0.1
Cc1ccc(-n2c(SCC(=O)Nc3ncc(Cl)cc3Cl)nc3ccccc32)cc1,3,45*,-6,x,x,72,7,70,-17,0.5
Cc1cc(C)n(-c2nc3ccccc3c(=O)n2OCC(N)=O)n1,-9,15,4,x,19,70,0,84,-21,-2.5
Cc1cc(C)c(C#N)c(SC(F)F)n1,-22,16,-2,x,x,90,1,96,-39,-0.1
CCCc1[nH]nc2c1C1(CCN(C(=O)OCc3ccccc3)CC1)C(C#N)=C(N)O2,-10,17,6,x,-13,62,-1,36,-12,-0.7
Cc1ccc(N(C)S(=O)(=O)c2cccc(C(=O)NC3=NCCS3)c2)cc1,-3,2,-4,1,-14,90,0,87,-13,0.1
COc1ccc(-c2nc3ccccc3n2CCC(C)C)cc1OC,-1,17,3,-2,19,67,20*,74,-66,-1.7
CCCCCc1c(C)nc(N2CCOCC2)[nH]c1=O,-10,18,4,-2,6,104,-1,100,-30,-1.1
Cc1cccc2cc(COC(=O)c3ccccc3)c(=O)[nH]c12,-12,12,-10,-1,x,100,2,108,-56,1.7
O=S(=O)(c1ccc(Cl)cc1)c1cnc(-c2cccnc2)nc1-c1ccccc1,-6,1,-4,x,34,88,2,55,-36,-1.0
CC(Sc1nc2ccccc2c(=O)n1Cc1ccco1)C(=O)c1ccccc1 (configuration not stated),19,15,11,2,-15,89,6,87,-65,-0.7
CC(=O)N(O)CCCCCNC(=O)CCC(=O)N(O)CCCCCNC(=O)CCC(=O)N(O)CCCCCN,4,7,15,x,x,10,2,12,-25,-0.8
Cc1cc(C)c2nc(SCC(=O)NCCC3=CCCCC3)cc(C)c2c1,2,19,4,-3,x,80,5,77,-37,-1.0
COc1ccc(C(C)=O)cc1CSc1nnc(Nc2ccc(C)cc2C)s1,-3,9,7,-4,27,89,3,91,-29,1.0
C/C(N)=C(/C#N)C(=O)CSc1nc2ccccc2c(=O)n1CCCO,-5,7,-1,-6,38,93,0,93,-1,-0.6
O=C(CCCSc1nc2ccccc2[nH]1)NC1=NCCS1,-12,3,-1,-3,x,79,1,91,-26,-3.6
O=C(Nc1ccccc1)N(Cc1ccccc1)CC(O)C(F)(F)F (configuration not stated),-7,12,7,x,9,95,-1,88,-21,-0.8
O=C(NCCCN1CCOCC1)c1cccnc1,2,5,-5,-4,x,92,0,89,-13,-1.3
COC(=O)c1scc(C)c1N/N=C(\C)c1cc(F)c(Cl)cc1F,-2,6,7,0,-18,77,0,77,-42,-0.4
Cc1ccc(OCC(=O)NNC(=O)C(=O)N2CCCC2)c(C)c1,2,3,2,0,1,104,4,100,2,-2.5
CCn1c(CNc2ccc(C)cc2C)nnc1SCC(=O)N1CCCc2ccccc21,-13,5,5,0,x,72,0,76,-39,-1.6
CCCc1nnc2c(N(C)S(=O)(=O)c3ccccc3)nc3ccccc3n12,8,9,-7,-4,x,96,4,97,-40,-1.5
Cc1ccc(-c2nnc(-n3ncc(C#N)c3N)c3ccccc23)cc1C,10,30,0,5,-3,85,10,88,-19,-1.9
CCn1nc(NC(=O)c2ccccn2)c2cc3cc(C)ccc3nc21,20,10,12,-1,-5,95,0,100,-32,-1.6
CC1CCCCC12NC(=O)N(CC(=O)Nc1ccc(S(=O)(=O)N3CCOCC3)cc1)C2=O (configuration not stated),-11,26,21,x,-2,104,0,113,-65,-0.8

# Following part:
SMILES,Yeast lifespan up,Measles CPE,GALR2 antag,Phagocyt inh,E-sel TNF inh,bCat KO growth,NPY-Y2 antag,HCT116 PTEN-null,BB579 growth dn,MRP-1 activ
COc1ccc(NC(=O)c2ccc3c(c2)C(=O)N(Cc2cccnc2)C3=O)c(OC)c1,-5,17,7,x,-37,95,1,105,-25,-1.4
CCCCn1c(SCC(=O)c2cc(OC)ccc2OC)nc2cc(S(N)(=O)=O)ccc21,-4,11,6,0,7,86,5,95,-43,-1.1
CCOc1ccc(-c2nnc(-c3snc(-c4ccc(F)cc4)c3N=CN(C)C)o2)cc1,-5,5,10,1,x,79,8,84,-51,-2.6
COc1ccc(Cl)cc1C(=O)CSc1nnnn1C1CCCCC1,-7,12,3,-1,-16,74,6,80,-45,-0.4
c1ccc(-c2ccn3nnnc3n2)cc1,x,3,6,x,-2,92,0,94,-20,-3.6
N#CC12CCCCC1CC1CCCCC1(C#N)N2Cc1cccnc1 (configuration not stated),-26,113*,0,0,x,89,-1,97,5,-2.7
O=C(O)c1ccc(S(=O)(=O)NC2CCCCC2)cc1,-8,12,-1,-1,11,94,3,101,-31,1.1
COc1cc(-c2nnc3sc(C4CCCCC4)nn23)cc(OC)c1OC,-12,8,-9,0,-1,89,6,84,-70,-3.0
Cc1nc(S/C(=C/c2ccc(-c3cccc(Cl)c3)o2)C(=O)O)n[nH]1,-9,9,7,x,-3,79,0,86,-59,-3.9
CNCc1cc2ccc(C)cc2[nH]c1=O,-19,18,10,-1,-19,86,1,75,-12,-3.6
c1cc(C(c2nnnn2C2CCCCC2)N2CCN3CCCC3C2)ccn1 (configuration not stated),-7,12,-15,x,5,95,4,106,-41,-3.4
Cc1nnc(Nc2ccc3c(c2)OCO3)c2ccccc12,-26,3,17,0,x,84,0,78,-28,-4.0
COc1cccc(C(=O)N/N=c2\sc3ccccc3n2C)c1,-1,26*,-15,-9,x,76,4,70,-4,-1.3
COC(=O)c1ccccc1NC(=O)CN1C(=O)CSC1=O,-3,17,22,0,-18,95,0,103,-25,1.0
c1ccc(-c2cn3c4c(sc3n2)CCCC4)cc1,-25,4,2,0,-24,44,6,46,-60,-3.5
CCc1ccc2c(CN3CCc4ccccc43)cc(=O)oc2c1,-18,11,14,-1,x,71,22*,67,-44,-1.7
CCN(CC)CCCNC(=O)c1c(O)c2c([nH]c1=O)CCCC2,-2,9,0,0,x,96,4,101,-32,-2.0
